# S-ASM inh = blocks human secretory acid sphingomyelinase | P17405 | placental ASM, HMU-PC fluorogenic substrate, 60 min | Potency, µM (doses to about 57.5 µM), without a hit: top-dose activity change, negative = inhibition, hits mostly inhibitors | hit rate 0.006% among 340,000; also: potency is read from the fitted curve at half-maximal effect
# Target sequence (P17405 47-631 limits assumed): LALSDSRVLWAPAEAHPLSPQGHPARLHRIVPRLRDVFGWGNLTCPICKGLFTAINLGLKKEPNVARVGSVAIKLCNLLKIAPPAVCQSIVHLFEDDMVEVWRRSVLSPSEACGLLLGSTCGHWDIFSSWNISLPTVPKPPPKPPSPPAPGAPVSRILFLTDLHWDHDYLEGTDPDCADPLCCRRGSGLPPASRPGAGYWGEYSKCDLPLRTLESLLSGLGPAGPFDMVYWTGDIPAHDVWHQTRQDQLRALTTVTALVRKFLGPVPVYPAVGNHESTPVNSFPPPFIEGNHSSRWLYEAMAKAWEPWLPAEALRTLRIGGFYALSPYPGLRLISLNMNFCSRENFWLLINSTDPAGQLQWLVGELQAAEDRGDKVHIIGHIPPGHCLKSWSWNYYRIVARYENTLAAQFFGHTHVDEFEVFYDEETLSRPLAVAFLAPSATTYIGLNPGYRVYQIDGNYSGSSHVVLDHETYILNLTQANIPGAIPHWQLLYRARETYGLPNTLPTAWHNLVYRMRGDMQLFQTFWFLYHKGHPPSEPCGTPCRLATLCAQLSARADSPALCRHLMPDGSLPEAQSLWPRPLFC
#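 Fluorescence read-out (Ex 386 nm, Em 447 nm) after stopping the reaction at pH 10. Enzyme: ASM from human placenta; substrate HMU-PC0, 9 uM final; 60 min, 37 °C. Compound preincubation 10 min, ambient temperature.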
# KCNH2 WT inh = blocks the wildtype human KCNH2 potassium channel; hit rate 0.37% among 340,000; U2OS, BacMam KCNH2, thallium flux FluxOr; hits give low values; activity change, % at 1.84 µM; AID 720551;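 active = maximum activity change below -70%; inconclusive = maximum activity change between -70% and -50%; inactive = maximum activity change above -50%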; also: % is scaled to controls: 0 for no effect and ±100 for the full control effect
#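 U2OS cells transduced with wild-type KCNH2 virus are loaded with FluxOr dye for 45 min, and thallium flux is measured in kinetic reads before and after stimulation buffer. Rate constants are normalized to DMSO controls.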
# TSHR antagonist = antagonists of human thyroid stimulating hormone receptor | AID 504810 | TSHR-expressing cells, TSH-stimulated cAMP HTRF, 2 h; hits give low values | hit rate 0.2% among 330,000 | activity change, negative = inhibition, % at 11.5 µM;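 active = activity change below a set negative limit, meaning inhibition stronger than a set level, cut at about -70% in these data; inconclusive = activity change between two set negative limits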; also: % is scaled to controls: 0 for no effect and ±100 for the full control effect
#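 Cell-based HTRF cAMP assay; TSHR cells + compound, TSH EC80 (4nM final), 2 h, 37 deg C. Lysis with anti-cAMP cryptate and cAMP-d2, 30 min RT, read 665/620 nm.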
# GALK inhibitor = inhibitors of human galactokinase; P51570; Purified GALK, Kinase-Glo residual ATP luminescence; Potency, µM (highest dose often 57.5 µM), inactives show at the top dose activity change, negative = inhibition, usual class: inhibitors; hit rate 0.007% among 270,000; also: potency is read from the fitted curve at half-maximal effect; % is scaled to controls: 0 for no effect and ±100 for the full control effect
#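 Quantitative HTS: GALK 5 nM, ATP 35 uM, galactose 100 uM, 1 h room temperature, then luciferase-based ATP detection.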
# Eya2 phos inh = Eya2 (human) phosphatase inhibition. O00167. Potency, µM (titrated, usually from 76.9 µM), for inactives: at the top dose activity, negative = inhibition, actives largely listed as inhibitors. hit rate 0.006% among 330,000. recombinant Eya2, OMFP fluorescence dephosphorylation (OMFP is methylfluorescein phosphate); also: potency is read from the fitted curve at half-maximal effect; % is scaled to controls: 0 for no effect and ±100 for the full control effect
# Target sequence (O00167 whole entry, looked up): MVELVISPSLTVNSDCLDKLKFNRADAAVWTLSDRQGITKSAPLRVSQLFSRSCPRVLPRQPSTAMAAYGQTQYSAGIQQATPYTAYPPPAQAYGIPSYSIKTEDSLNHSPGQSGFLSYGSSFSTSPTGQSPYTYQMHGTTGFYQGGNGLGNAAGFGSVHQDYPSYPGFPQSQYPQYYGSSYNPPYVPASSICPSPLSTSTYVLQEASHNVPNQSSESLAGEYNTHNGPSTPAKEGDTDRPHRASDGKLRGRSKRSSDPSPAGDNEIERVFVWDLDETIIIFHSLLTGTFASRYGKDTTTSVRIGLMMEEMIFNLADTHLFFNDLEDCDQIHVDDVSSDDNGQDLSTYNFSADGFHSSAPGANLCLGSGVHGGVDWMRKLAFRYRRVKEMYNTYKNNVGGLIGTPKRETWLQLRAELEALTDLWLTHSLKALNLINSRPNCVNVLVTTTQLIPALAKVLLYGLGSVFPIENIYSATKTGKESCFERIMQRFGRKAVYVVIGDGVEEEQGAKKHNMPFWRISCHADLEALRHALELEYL
#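 Eya2 (0.2 uM) preincubated 10 min at ambient with compound, then OMFP substrate added at 50 uM; 10 min reaction in 50 mM HEPES pH 7.5, 50 mM NaCl, 5 uM MgCl2, 0.05% BSA, 1 mM DTT. Fluorescence read at Ex 485/Em 525 nm.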
# Mito fusion yeast = blocks mitochondrial division or promotes mitochondrial fusion | AID 485298 | S. cerevisiae fusion-defective mutant growth rescue, CellTiterGlo 48 h | Potency, µM (series often up to 46.1 µM), for inactives: at the top dose growth rescue (activation), hits mostly activators | hit rate 0.23% among 320,000;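 also: potency is read from the fitted curve at half-maximal effect; % of control where 0% means no effect; nearly all actives have a fitted effect of over 45% in size; temperature-sensitive fusion mutants such as fzo1-1 at 37 °C on non-fermentable ethanol glycerol medium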
#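 Read-out: ATP-based luminescence (CellTiterGlo, 10 min ambient) reporting growth of fusion-defective ts yeast after 48 hours at 37C on glycerol/ethanol YPEG medium in the presence of compound.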
# Menin MLL FP TR = displaces Texas Red mutant MLL peptide from human menin; O00255; Menin + Texas Red MLL mutant peptide, fluorescence polarization; Potency, µM (series often up to 61.6 µM), without a hit: top-dose FP activity change, negative = inhibition, actives largely listed as inhibitors; hit rate 0.23% among 270,000; AID 1768; active = well fitted inhibition curve with a large enough effect in the polarisation, with a control signal flat, not every such curve was filed as active; inconclusive = small, poorly fitted or top-dose-only effect, or effect the other way, or a change in a side signal; inactive = no such curve, though single readings can be large or run the other way; the % refers to the polarisation; also: potency is read from the fitted curve at half-maximal effect; % of control where 0% means no effect; many of its hits are not listed in these tables
# PKM2 activator = increases activity of human pyruvate kinase M2; Potency, µM (titrated, usually from 57.5 µM), inactives show at the top dose activation, actives largely listed as activators; P14618; hit rate 0.34% among 260,000; purified PKM2, Kinase-Glo ATP luminescence, activation; response scale: 0% is enzyme alone, no compound; also: potency is read from the fitted curve at half-maximal effect; % is scaled to controls: 0 for no effect and ±100 for the full control effect; nearly all actives have a fitted effect of over 55% in size
#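 Purified hPK-M2 (>95% pure) converted ADP (0.1 mM final) to ATP with 0.5 mM PEP in 50 mM imidazole pH7.2, KCl, MgCl2, Tween 20, BSA; 1 h at room temperature. ATP detected by Kinase-Glo luminescence.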
# USP2a block = USP2a (human) protease inhibition; hit rate 0.01% among 330,000; O75604; AID 463254; Potency, µM (series often up to 38.3 µM), for the others: at the top dose activity change, negative = inhibition, most hits filed as inhibitors; USP2 core, Ub-CHOP2 coupled fluorogenic reporter, 485/531;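 also: potency is read from the fitted curve at half-maximal effect; plate controls were DMSO wells for no effect and full inhibition by NEM control for full effect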
#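 Deubiquitinase activity read as fluorescence (485/531 nm) after Ub-CHOP2 cleavage activates the enterokinase reporter on its substrate; USP2 core 10nM, Ub-CHOP2 and substrate 25nM each, 30min compound preincubation then 60min RT; data normalized to NEM, curves fitted.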
# BCR signal inh = chronic active BCR signaling inhibition | ABC-DLBCL IkBa-CBG/CBR reporter, luminescence ratio, 4 h | Potency, µM (series often up to 46.1 µM), without a hit: at the top dose ratio change, negative = lower green/red ratio, usual class: inhibitors | hit rate 0.05% among 340,000; active = well fitted inhibition curve with a large enough effect in the signal ratio, with a control signal flat, not every such curve was filed as active; inconclusive = small, poorly fitted or top-dose-only effect, or effect the other way, or a change in a side signal; the % refers to the signal ratio;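 also: potency is read from the fitted curve at half-maximal effect; plate controls were basal doxycycline-induced cells for no effect and cells given 10 µM MG132 for full effect; MG132 reads +100%, hits lower the ratio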
#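 TMD8 ABC-DLBCL cells carrying doxycycline-inducible green luciferase fused to IkappaBalpha plus unfused red luciferase were exposed to compounds (up to 46 uM) for 4 hrs at 37C. Activity came from the overlap-corrected green/red luminescence ratio.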
# MBNL1-CUG inh = MBNL1-poly(CUG) RNA binding inhibition | Potency, µM (highest dose often 57.5 µM), inactives show at the top dose activity change, negative = inhibition, hits mostly inhibitors | hit rate 0.036% among 280,000 | Q9NR56 | TR-FRET MBNL1-His/biotin-(CUG)12 binding, 665/545 ratio | AID 2675; active = well fitted inhibition curve with a large enough effect in the signal ratio, with a control signal flat, not every such curve was filed as active; inconclusive = small, poorly fitted or top-dose-only effect, or effect the other way, or a change in a side signal; inactive = no such curve, though single readings can be large or run the other way; the % refers to the signal ratio; also: potency is read from the fitted curve at half-maximal effect; % is scaled to controls: 0 for no effect and ±100 for the full control effect
#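 His-tagged MBNL1 binding to biotinylated (CUG)12 RNA was measured by TR-FRET using terbium anti-His antibody (0.055 ng/ul final) and streptavidin-XL665 (5 nM final). Compounds were titrated 92 nM to 58 uM; 60 min at room temperature.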
# * hit, by the source's call; ? = inconclusive; . = no result given; [ ] = dose if it differs, or a comment. Unless noted, calls follow the shape of the dose curve; as a rule, active = well fitted curve in the direction sought with a large enough effect; inconclusive = small, poorly fitted or top-dose-only effect, or another doubt; inactive = no such curve, though single readings can be large; an effect the other way counts as inactive or inconclusive.
canonical_smiles	S-ASM inh	KCNH2 WT inh	TSHR antagonist	GALK inhibitor	Eya2 phos inh	Mito fusion yeast	Menin MLL FP TR	PKM2 activator	USP2a block	BCR signal inh	MBNL1-CUG inh
CC(Oc1ccccc1)C(=O)OCC(=O)NC(=O)NCc1ccco1 (stereo not drawn)	-1%	5	-2	8%	-13%	-5%	6%	3%	1%	0%	3%
Fc1cnc(N2CCOCC2)nc1N1CCOCC1	8%	2	-5	-2%	8%	-1%	-7%	1%	5%	-19%	3%
Cc1csc(N2CCN(c3cc4c(cc3Cl)nc(-c3ccncc3)n4CCCN3CCCC3)CC2)n1	14%	4	-11	.	0%	-1%	-2%	6%	0%	-7%	-3%
O=C(CCS(=O)(=O)Cc1ccccc1)Nc1nnc(C(F)(F)F)s1	3%	2	-11	-5%	4%	-16%	-3%	.	1%	?	-5%
Cc1cc(C)c2nc(N3CCCC(C(=O)N4CCC(C(N)=O)CC4)C3)sc2c1 (stereo not drawn)	-1%	-9	15	2%	0%	-3%	5%	8%	3%	?	-1%
Cc1ccc(C(=O)N2CCNC(=O)C2CC(=O)Nc2ccc(F)cc2)cc1C (stereo not drawn)	2%	-7	-4	8%	4%	3%	.	-14%	0%	12%	-4%
COc1ccc(C(=O)C2CCN(S(=O)(=O)c3ccc4c(c3)OCCO4)CC2)cc1	-2%	4	-20	0%	1%	7%	0%	3%	-9%	-9%	5%
C=CCSc1nc2ccccc2n2cnnc12	-9%	12	-5	2%	-1%	16%	?	.	6%	?	23%
Nc1ccn(-c2ccccc2)c(=O)c1	1%	-10	23	10%	-3%	-1%	-1%	7%	3%	-2%	0%
Cc1c(-c2ccc(Cl)cc2)[n+](=O)c(-c2ccccc2)cn1[O-]	1%	-2	-7	-3%	6%	-12%	.	1%	-2%	1%	7%
CCn1c(-c2csc(C(C)C)c2)n[nH]c1=S	6%	0	2	0%	2%	1%	-3%	-11%	5%	?	-10%
CN(C)c1nc(N)nc(CSc2nnnn2-c2ccccc2)n1	1%	-13	2	0%	18%	0%	?	?	-1%	12%	-4%
CCCCC(CC)CNC(=O)CCS(=O)(=O)c1cccc2nsnc12 (stereo not drawn)	-3%	-12	-3	0%	-24%	5%	-6%	-4%	3%	2%	?
Cc1cc(C)n(-c2ccc3nncn3n2)n1	1%	3	12	2%	3%	2%	15%	?	2%	11%	-21%
CC1CCN(Cc2ccc(NC(=O)CC3Oc4ccccc4NC3=O)cc2)CC1 (stereo not drawn)	1%	3	14	1%	3%	-4%	-7%	1%	2%	?	-14%
CN(C(=O)c1ccc(C#N)cc1)c1nnc(-c2ccccn2)s1	-3%	2	-3	0%	7%	5%	-5%	-2%	-1%	8%	-9%
O=C(CNc1ccc(Cl)cc1)c1ccc(Br)cc1	1%	10	0	3%	-8%	?	8%	0%	-1%	?	0%
CCOCC(=O)Nc1c(C(=O)OCC)oc2ccccc12	-2%	-7	5	1%	10%	4%	-14%	-2%	-1%	1%	10%
CC12CC3CC(C)(C1)CC(C(=O)NNC(=O)c1ccncc1)(C3)C2	2%	14	6	6%	-6%	2%	-1%	0%	-2%	8%	-9%
COc1ccc(CCN2C(=O)N(c3ccc(OC)cc3)C(=O)C2CC(=O)Nc2ccc(OC)cc2)cc1 (stereo not drawn)	-13%	25	11	2%	-6%	-1%	.	-5%	-5%	-3%	-4%
CSc1ccccc1NC(=S)Nc1cc(C)cc(C)c1	0%	-13	-6	0%	23%	0%	7%	1%	4%	0%	-1%
Cc1c(Cl)cccc1NC(=S)NCCN1CCOCC1	3%	8	12	-3%	5%	-7%	-10%	-3%	2%	0%	-6%
O=C(c1ccc([N+](=O)[O-])o1)N1CCN(Cc2ccccc2)CC1	5%	-1	10	8%	5%	-9%	-18%	1%[11.5 µM]	1%	0%	?
Cc1ccc(C(C)n2cc(C(=O)NCc3ccncc3)nn2)cc1 (stereo not drawn)	1%	-11	-4	-2%	-7%	-3%	-16%	-10%	2%	-1%	-3%
CCOCCN(C(=O)c1ccccc1Cl)c1ccccc1	-2%	-9	3	-3%	?	0%	.	-4%	6%	7%	-6%
Cc1cc(C)c(C)c(SCC(=O)Nc2oc(C)c3c(C)n[nH]c(=O)c23)c1C	-3%	2	4	.	0%	4%	.	.	1%	4%	.
O=C(NC1CCCc2c1cnn2-c1cc(F)cc(F)c1)c1ccc[n+]([O-])c1 (stereo not drawn)	2%	-2	1	5%	4%	2%	.	-29%	1%	0%	1%
O=[N+]([O-])c1cccc(C(=S)N2CCN(c3ccc(F)cc3)CC2)c1	-3%	4	0	0%	0%	0%	?	1%	3%	?	13%
CC(=O)Nc1ccc(S(=O)(=O)Nc2nc3ccccc3nc2Cl)cc1	23%	-13	-4	1%	0%	-2%	0%	.	5%	-2%	26%
COc1cc(C=O)ccc1OC(=O)c1cccnc1	-3%	-7	17	-2%	15%	0%	23%	2%	-1%	0%	-1%
Cn1c(SCC(=O)c2ccccc2)nnc1-c1cccc(N)c1	-1%	1	-5	4%	-14%	2%	1%	-1%	1%	?	6%
Cc1nc(SCC(O)CO)c([N+](=O)[O-])[nH]1 (stereo not drawn)	0%	-6	-3	1%	-8%	-1%	-1%	0%	1%	-5%	?
CCOc1ccccc1NC(=O)N1CCC(NC(=O)C2CCCCC2)CC1	4%	1	-1	13%	-1%	4%	?	-3%	2%	-19%	-7%
Cc1ccc(SCC(=O)NCCN2C(=O)CSC2=O)c(C)c1	2%	3	-16	-4%	-8%	-4%	-5%	13%	0%	?	-10%
COc1ccc(C2C/C(=N\O)C(C)(C)O2)cc1 (stereo not drawn)	0%	23	4	2%	-1%	-2%	8%	-5%	2%	3%	1%
CCC1=NN(C(=O)c2cccnc2)C(O)(C(F)(F)F)C1 (stereo not drawn)	4%	-1	2	1%	9%	-6%	-2%	1%	-5%	-1%	-2%
Cc1ccc(-n2c(N)c(-c3nc4ccccc4n3C)sc2=S)cc1	-3%	11	6	1%	17%	-2%	?	4%	3%	?	-1%
O=C(NC1CCOc2ccccc21)c1ccccn1 (stereo not drawn)	2%	-8	-92*	0%	8%	10%	7%	-7%	0%	?	-1%
COc1cc(C(=O)N2CCN(C(=O)CC(C)C)CC2)cc(OC)c1OC	1%	-17	-6	-2%	-2%	-2%	7%	-6%	3%	2%	-1%
COc1ccc(CN2CCC(C(N)=O)CC2)cc1OCc1ccccc1	2%	11	7	0%	1%	-3%	-16%	5%	1%	-1%	0%
Cc1ccc(Nc2nc(N)nc(CN3CCN(Cc4ccc5c(c4)OCO5)CC3)n2)cc1Cl	-7%	-90*	-8	0%	-7%	-6%	5%	-1%	3%	?	-14%
CC(C)CNS(=O)(=O)c1ccc(Br)cc1N1CCC[C@@H]1CO	1%	-16	3	.	-1%	.	.	.	-1%	-2%	.
C=CCn1c(SCC(=O)Nc2cc(C)on2)nc2sc3c(c2c1=O)CCCC3	-6%	5	-7	-2%	6%	0%	.	5%	-1%	-1%	-3%
Cc1c(-c2cccc(Cl)c2)nc2ccccc2c1C(=O)OC/C(O)=C(\C#N)c1nc2ccccc2[nH]1	75%[activator]	-1	11	2%	0%	3%	?	4%	5%	?	1%
COc1ccc2[nH]c(=O)c(COC(=O)c3ccco3)cc2c1	28%	3	-4	0%	8%	-6%	9%	4%	2%	?	?
O=S(=O)(Nc1nnc(C2CC2)s1)c1ccccc1	4%	0	2	10%	0%	5%	-1%	.	-1%	?	2%
O=C(Nc1ncc(Cc2ccc(SC(F)F)cc2)s1)c1ccc(OC(F)F)cc1	-2%	4	-20	2%	1%	-1%	?	-7%	2%	?	12%
Cc1cc(-c2nnc(SCC(=O)Nc3c(C)cccc3C)n2N)n[nH]1	-2%	-1	-4	-3%	-6%	-1%	.	.	2%	-1%	-8%

# A portion of the library, so the mix of outcomes need not match the whole.
